# Compound activity deposited in PubChem BioAssay by several laboratories.
# NPR2 activator: GC-B (human) receptor activation; HEK293-GC-B cells, CNP EC30, cGMP TR-FRET; 0% at EC30 CNP, 100% saturating CNP; activation, % at 10 µM; 0.11% of 370,000 active;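 active means activation at 10 µM reaching about 35% in either raw or pattern-adjusted values, limit read from the data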
# sPLA2-III inh: Blocks human group III sPLA2 activity; AID 743126; 0.56% of 370,000 active; inhibition, % at 12.2 µM; QFRET BODIPY PC-A2 liposome hydrolysis, fluorescence;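 active means inhibition above mean plus 3 SD of compounds lying within the high and low control bounds, cut at about 19% in these data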;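 further: 0% = median of test compound wells and 100% = no enzyme DMSO wells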
# ADAM10 inh: inhibits human ADAM10 | O14672 | recombinant ADAM10, EDANS/DABCYL FRET peptide cleavage, 3 h | inhibition, % at 7 µM | 0.62% of 370,000 active | AID 720582;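 active means inhibition above a per-campaign cutoff equal to the mean of compounds falling between control-based bounds plus 3 SD, cut at about 20% in these data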;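 further: 0% = DMSO wells while the 100% control is not disclosed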
# SMARCA2 activ: increases SMARCA2 function in MMTV reporter cells | MG213 cells, MMTV-luciferase reporter, dexamethasone, overnight | 1% of 370,000 active | activation, % at 9.1 µM | AID 652017; in the data active means activation above about 7.8%;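 further: 0% = vehicle wells and 100% = reference activator wells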
# hgDAF12 agonist: agonists of H. glycines DAF-12 nuclear receptor; HEK293 GAL4-hgDAF12 UAS-luciferase reporter, agonist luminescence; normalized to butyrate control; activation, % at 6.8 µM; 1.8% of 370,000 active; AID 687014;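 active means activation above a cutoff set at the mean of all screened compounds plus 3 SD, cut at about 10% in these data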;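 further: 0% = DMSO wells and 100% = sodium butyrate wells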
# DAX1 inh-1: DAX1 (NR0B1) inhibition, primary screen; HEK293T StAR-luciferase reporter, SF-1/DAX-1 repression relief; inhibition, % at 6.8 µM; 1.1% of 370,000 active; AID 652010;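 active means inhibition above the mean over all tested compounds plus 3 SD, cut at about 3.6% in these data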;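 further: 0% = DAX-1 cells with DMSO and 100% = cells lacking DAX-1 with DMSO; higher inhibition means more luminescence from relief of DAX-1 repression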
# hcDAF-12 act: activators of H. contortus DAF-12 nuclear receptor; HEK293 hcDAF-12 lit1-tk-luc reporter, luminescence; 0% DMSO, 100% Δ7-dafachronic acid; activation, % at 6.8 µM; 1.4% of 370,000 active;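 active means activation above the mean of all tested compounds plus 3 SD, cut at about 5.5% in these data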;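 further: 100% = response to 3 µM Δ7-dafachronic acid high control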
# ssDAF-12 act: S. stercoralis DAF-12 activation, primary screen. HEK293 ssDAF-12/GRIP1 lit1-tk-luc reporter, luminescence; % of 3 µM dafachronic acid response. 1% of 370,000 active. activation, % at 6.8 µM;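 active means activation above the mean over all tested compounds plus 3 SD, cut at about 0.9% in these data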;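 further: 0% = DMSO-only wells and 100% = 3 µM delta7-dafachronic acid wells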
# GAA850 FXN act: increases GAA850 frataxin promoter reporter activity; activation, % at 6 µM; 0.56% of 360,000 active; HEK293 lucGAA850 FXN promoter luciferase reporter, 24 h; percent of 10 µM SAHA response;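 active means activation above the average of all compounds screened plus 3 SD, cutoff fixed separately per campaign, cut at about 7.5% in these data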;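 further: 0% = DMSO wells and 100% = 10 µM SAHA wells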
# DAX1 inh-2: inhibitors of human orphan nuclear receptor DAX1 (NR0B1). P51843. HEK293 Gal4-DAX1 luciferase reporter, luminescence. inhibition, % at 6.75 µM. 0.99% of 340,000 active. AID 504766;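 active means inhibition above the mean over all tested compounds plus 3 SD, cut at about 4.2% in these data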;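 further: 0% = DAX1-transfected cells with DMSO and 100% = empty-vector control cells with DMSO; inhibition shows as a rise in luminescence from relieved DAX1 repression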
# NPR1 activator: GC-A (human) enzyme activation; P16066; 0.14% of 370,000 active; AID 1671463; activation, % at 10 µM; HEK293 GC-A cells, cGMP TR-FRET, EC30 ANP; 0% at EC30 ANP, 100% saturating ANP; in the data active means activation above about 40%
# Target sequence (P16066 whole entry, looked up): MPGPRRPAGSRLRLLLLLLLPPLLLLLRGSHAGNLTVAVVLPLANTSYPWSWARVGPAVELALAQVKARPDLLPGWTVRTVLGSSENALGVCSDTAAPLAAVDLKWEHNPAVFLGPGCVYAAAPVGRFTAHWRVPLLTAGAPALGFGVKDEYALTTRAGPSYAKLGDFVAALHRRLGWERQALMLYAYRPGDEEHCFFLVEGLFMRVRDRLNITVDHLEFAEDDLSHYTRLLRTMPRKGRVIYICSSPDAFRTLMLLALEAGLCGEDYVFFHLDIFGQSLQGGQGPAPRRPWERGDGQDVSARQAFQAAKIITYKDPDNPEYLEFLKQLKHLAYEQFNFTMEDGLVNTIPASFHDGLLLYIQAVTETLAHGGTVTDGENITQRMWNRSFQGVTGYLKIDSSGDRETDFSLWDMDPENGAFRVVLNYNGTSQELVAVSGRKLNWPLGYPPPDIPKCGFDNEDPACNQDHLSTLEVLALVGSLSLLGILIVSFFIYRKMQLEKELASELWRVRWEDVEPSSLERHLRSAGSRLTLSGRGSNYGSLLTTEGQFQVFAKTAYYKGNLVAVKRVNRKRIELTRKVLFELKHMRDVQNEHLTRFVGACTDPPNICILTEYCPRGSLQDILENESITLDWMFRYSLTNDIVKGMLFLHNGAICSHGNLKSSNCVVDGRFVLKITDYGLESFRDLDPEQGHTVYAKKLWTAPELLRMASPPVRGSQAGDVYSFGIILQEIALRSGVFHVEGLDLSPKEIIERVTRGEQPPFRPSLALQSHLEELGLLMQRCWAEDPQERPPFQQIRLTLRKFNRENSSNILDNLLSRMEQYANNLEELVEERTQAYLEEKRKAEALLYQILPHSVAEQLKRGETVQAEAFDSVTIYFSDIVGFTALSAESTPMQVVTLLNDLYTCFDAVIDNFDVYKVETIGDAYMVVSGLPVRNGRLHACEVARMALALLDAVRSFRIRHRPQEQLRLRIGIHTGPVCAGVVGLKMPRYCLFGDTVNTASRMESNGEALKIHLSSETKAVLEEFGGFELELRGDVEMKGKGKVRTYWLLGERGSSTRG
# An asterisk follows results filed as active; . = no result given.
compound	NPR2 activator	sPLA2-III inh	ADAM10 inh	SMARCA2 activ	hgDAF12 agonist	DAX1 inh-1	hcDAF-12 act	ssDAF-12 act	GAA850 FXN act	DAX1 inh-2	NPR1 activator
CCN1C(=O)[C@H]2[C@@H](c3ccc(-c4ccc(F)cc4)c(OC)c3)N3CCC[C@@]3(C(=O)OC)[C@H]2C1=O	-3	-18	-86	1	-1.0	-0.5	-2.7	-1.3	-1.9	0.2	0
Cc1nc2sc(C(c3ccco3)N3CCC(Cc4ccccc4)CC3)c(O)n2n1 (centres undefined)	1	-19	-12	-1	-0.7	-0.1	-0.6	-1.2	2.1	-0.6	2
Cc1cc(C(=O)COC(=O)C2=NNC(=O)CC2)c(C)n1-c1ccccc1	11	3	-1	-5	-2.6	-0.6	-2.1	-2.3	-3.2	0.4	0
CCOc1ccccc1-n1c(SCC(=O)Nc2nccs2)nnc1-c1ccoc1C	-15	-4	10	-2	1.0	-0.9	1.1	-1.5	-1.4	-0.1	-24
COc1ccc(CN2CCN(C(=O)C3CCC(CNS(=O)(=O)c4ccc(C)cc4)CC3)CC2)c(OC)c1OC (centres undefined)	6	-23	6	-6	0.1	-1.2	-2.9	-1.7	1.7	-1.3	1
CCOc1ccc(NC(=O)CSc2ccc3nnc(-c4cccnc4)n3n2)cc1	-8	-4	-3	-1	-0.9	0.0	-1.4	-0.8	1.6	0.6	-1
COc1ccc(CCc2nnc(CCC(=O)N(C)Cc3ccnc4ccccc34)o2)cc1	-7	-4	1	-3	-0.9	-2.4	-4.2	-2.1	0.7	-3.7	-4
COc1ccc(N(CC(=O)Nc2cccc(C(C)=O)c2)S(=O)(=O)c2ccc(NC(C)=O)cc2)cc1	-15	-12	2	-1	-2.1	-1.1	-0.6	-1.1	-1.1	-0.9	-12
Cc1cc(=O)n2cn[nH]c2n1	1	4	-11	0	-1.6	-6.2	1.6	-0.3	-1.8	1.6	2
S=c1[nH]c2ccccc2n1Cc1ccccc1	-7	13	2	0	-3.2	-0.4	-0.8	-1.9	3.8	0.3	4
N=C1SCC(=O)N1c1ccc(Cl)cc1	-3	-6	5	-1	1.1	-0.1	0.4	-1.1	0.4	1.0	3
CCOC(=O)COc1cc(N2C(=O)CSCC2=O)c(Cl)cc1Cl	-4	-28	2	1	1.0	-0.2	-1.3	-1.5	5.2	0.7	-4
C/C=C(\C)CN1CCN(c2ccccc2F)CC1	5	10	-3	-5	-1.4	-0.2	-1.6	-0.5	0.1	0.9	0
CCc1nc2ccc(C(=O)Nc3ccc4c(c3)OCC(=O)N4)cn2c1N(C)Cc1nccn1C	5	2	-15	-6	0.0	-1.1	-0.8	-1.0	1.8	.	-3
CC(CC#CCN1CCOCC1)OCCC#N (centres undefined)	3	3	5	-1	-0.4	-0.5	0.1	-1.5	2.3	0.1	2
CCC1(c2ccccc2)NC(=O)N(CC(=O)Nc2ccc(N3CCOCC3)cc2)C1=O (centres undefined)	2	-4	0	-1	1.6	1.3	-0.5	-1.6	0.8	-0.8	-1
COc1ccc(NC(=O)/C=C/c2cccc(F)c2)cn1	-3	-4	1	12*	13*	3.4	1.9	-0.6	4.2	2.4	6
Cc1onc(-c2c(F)cccc2Cl)c1C(=O)Nc1nnc(C(F)(F)F)s1	-2	-11	4	-3	-3.2	-4.3	-0.9	-0.7	0.6	-0.5	4
COc1ccc(CCNc2ccc(C(CC(N)=O)NC(=O)Cc3cccc4ccccc34)cc2[N+](=O)[O-])cc1 (centres undefined)	3	4	-4	0	0.9	0.6	-0.8	-0.8	-0.5	-1.0	-1
O=C(COc1ccc(Cl)cc1)OCC(=O)N1CCOCC1	-1	-7	-2	-1	-2.2	0.7	0.7	-1.4	0.7	0.5	0
CCCCn1c(=S)[nH]c2cc(S(=O)(=O)N3CCCCC3)ccc21	-1	-2	13	-6	-0.3	-0.1	-1.4	-0.9	1.8	0.5	-1
CNC(=S)N(C)[C@H]1c2c(ccc3ccccc23)OC[C@H]1CO	-4	-6	0	-3	-0.6	-0.6	-2.1	-1.5	-1.7	-0.1	-3
CCn1cc([N+](=O)[O-])c(C(=O)N2N=C(c3ccccc3)CC2c2ccc([N+](=O)[O-])cc2)n1 (centres undefined)	-6	-6	17	5	0.5	-0.6	-3.2	-1.6	2.0	-0.1	-7
O=C(Cc1ccc(Cl)c(Cl)c1)Nc1cccc2ncccc12	2	-2	-7	-2	-5.0	-1.2	-1.2	-0.8	-1.8	0.0	4
COCCN(C(=O)CCl)C(C(=O)NC1CCCCC1)c1ccccc1C (centres undefined)	-4	1	-2	-2	-0.5	-1.0	-1.8	-1.4	-14	-3.3	-16
CC(C)C[C@H](NC(=O)c1nc[nH]c1C(=O)NCc1ccccc1)C(=O)OC(C)(C)C	4	-16	22*	-2	-1.3	0.0	-0.6	-1.3	0.3	0.9	-3
CC(=O)Nc1ccc(-c2ccnc3c2CC(C)(C(=O)Nc2ccc(C(C)C)cc2)O3)cc1 (centres undefined)	-13	-20	14	-3	-1.0	-2.1	-3.6	-1.8	-1.0	.	1
S=c1[nH]nc(CCc2nc3ccccc3[nH]2)n1-c1ccccc1	-2	4	9	0	-1.8	0.2	1.0	-1.3	-2.4	-0.6	-5
Cc1ccc(CSCC(=O)NN=C2CCN(C)CC2)cc1	-1	3	-3	-4	-2.7	-0.4	-1.4	-0.7	0.2	-0.7	2
O=C(CCc1ccccc1)NCCc1nc2ccccc2[nH]1	-1	2	4	-2	0.3	0.9	1.4	-1.3	-0.2	0.3	-1
CCOC(=O)COn1c(SCC(=O)OCC)nc2ccccc2c1=O	-2	0	0	0	0.8	-0.2	1.2	-1.1	1.4	0.7	2
COc1ccc(C(=O)NNC(=O)CSc2nnc(C)n2CC2CCCO2)cc1 (centres undefined)	2	4	-12	-3	-0.8	0.1	-1.3	-1.4	3.4	-0.1	3
COc1ccc(Cl)cc1NC(=O)CN(C)C(=O)c1cc2ccccc2cc1O	-5	-65	5	2	-2.9	1.0	2.8	0.3	-0.2	-0.5	-5
CN(C(=O)CN1C(=O)c2ccccc2S1(=O)=O)C1CCCCC1	-2	2	-7	2	-1.6	-0.8	0.2	-1.6	-3.1	0.8	3
COc1ccc(CCNC(=O)Cn2nnc(-c3ccc(N4CCOCC4)cc3)n2)cc1OC	-5	5	-5	2	2.6	-0.7	-1.4	-1.0	0.3	0.1	-7
O=C(CSc1nc(=O)n(CCN2CCOCC2)c2c1CCC2)Nc1ccc(OC(F)(F)F)cc1	-1	-9	-6	-2	3.1	0.9	0.6	-0.7	0.6	-0.5	1
N#CC(C#N)=Cc1cccn1-c1ccc(S(N)(=O)=O)cc1	-1	0	-11	-1	2.0	-0.5	-0.2	-0.3	1.4	-0.2	5
O=C(Nc1ccccc1C(F)(F)F)c1c(F)cccc1Cl	3	-3	-2	0	1.0	-0.6	-1.3	-0.8	-2.5	0.8	3
COc1ccc(CSCCc2n[nH]c(=S)n2-c2ccccc2)cc1C	0	11	8	-1	-4.0	-0.4	-2.5	-1.3	-0.2	0.6	2
CN1CCN(C(=O)C2=C[C@H](c3ccc4c(c3)OCO4)C[C@H](OCc3ccc(CO)cc3)O2)CC1	-1	2	7	2	1.4	0.6	-1.1	-1.2	0.2	1.3	-3
CC(C)(C)C(=O)OCc1nc(-c2ccc(Cl)cc2)cs1	3	-3	-2	7	1.3	0.6	-1.1	-1.3	1.3	0.7	7
O=C(Nc1ccc2c(c1)C(=O)OC2)c1ccc(C(F)(F)F)cc1	1	8	-10	-1	0.9	0.4	-0.6	-0.9	-0.6	0.2	2
CC(C)NS(=O)(=O)c1ccc(NC(=O)C2CC3C=CC2C3)cc1 (centres undefined)	2	-8	4	-1	-0.8	0.4	-1.2	-1.1	2.1	0.1	2
COc1ccc2c(c1)CCCC21NC(=O)N(CC(=O)NCc2cccs2)C1=O (centres undefined)	-4	14	-1	-2	-0.2	-0.5	2.5	-1.5	0.5	0.3	3
CCN(CCCNC(=O)CC(C(=O)N1CCc2ccccc21)n1ccnc1)c1cccc(C)c1 (centres undefined)	3	-17	7	-2	-0.5	0.1	-3.0	-1.8	-0.1	0.1	0
C=C(C)Cn1c(N)cc(=O)nc1SCC(=O)Nc1cccc(C(F)(F)F)c1	5	-6	-26	-2	-0.1	0.5	-0.7	0.3	0.8	1.1	0
COc1ccc(NC(C)c2cc(Cl)ccc2O)cc1 (centres undefined)	-12	7	9	0	0.4	0.5	1.1	-1.2	-1.7	-0.7	-12
Cc1ccc(Cl)cc1NC(=O)CN1CCN(S(=O)(=O)N2CCOCC2)CC1	1	-2	1	-1	-0.6	-0.1	-2.0	-0.9	-0.9	0.8	-3
CC(C)C(=O)NC(=S)Nc1ccccc1C(=O)NC1CCCCC1	0	15	3	-4	2.3	-0.3	-0.2	-1.6	-0.5	0.9	0
COc1ccc(-c2cc(C(=O)N3CCN(C(=O)c4ccco4)CC3)[nH]n2)cc1	2	1	-4	0	0.6	-1.1	-2.5	-1.3	-1.4	0.4	-1
O=C1N/C(=N/Nc2ccccc2)S/C1=C\c1ccccc1	-3	-1	6	-2	4.5	0.0	1.6	0.0	3.2	0.4	-5
COc1ccc(N2CCN(C(=O)CN(c3ccc(Br)cc3)S(C)(=O)=O)CC2)cc1	-2	-3	0	-2	0.8	-0.1	-3.4	-1.8	2.5	0.5	-3
O=C(CCn1c(=O)oc2ccccc21)NC1=NCCS1	5	-2	7	2	1.6	0.0	-1.1	-0.8	0.1	-0.3	4
CCCN(CCC)CCOc1cc(C)ccc1C(C)C	0	5	2	-2	0.3	0.5	-2.2	-0.8	2.3	1.4	-3
CCCCn1c(SCC(=O)N(CC)C2CCS(=O)(=O)C2)nc2cc(S(N)(=O)=O)ccc21 (centres undefined)	-2	-2	2	-2	0.9	0.3	-2.0	-0.9	-1.0	-0.9	-1
Cc1ccc(C2NC(=O)c3ccccc3N2)s1 (centres undefined)	2	-12	-292	5	9.9	0.8	3.3	-0.2	6.7	1.6	-2
Cc1cc(Nc2cc(Cl)nc(Sc3ccc(NC(=O)C4CC4)cc3)n2)n[nH]1	-7	-16	14	1	1.5	0.1	-1.6	-1.3	-0.1	-1.0	-6
N/C(=N\OS(=O)(=O)c1ccc2ccccc2c1)c1cccnc1	-4	2	-2	0	2.6	-0.2	1.3	-1.4	2.2	-0.1	3
c1cncc(-c2nc(-c3cccs3)cs2)c1	-2	-4	-28	4	7.8	0.5	6.2*	-0.9	-0.2	1.3	-7
